From PubChem
Arr AP2 block: blocks beta-arrestin peptide binding to AP2 adaptin | AID 504490 | inhibition, % at 10 µM | FITC-arrestin peptide / GST-AP2 beads, flow cytometry; AP2 beta2 appendage carries R879A mutation | actives 0.31% (n = 340,000);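 active = inhibition above a set limit, near 3 SD of compounds lacking own fluorescence, cut at about 54% in these data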;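 also: plate controls were DMSO wells for no effect and 5 µM unlabelled arrestin peptide for full effect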
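Test system: GST-tagged AP2 beta2-adaptin appendage (R879A) on 4 µm glutathione beads; also added: fluorescein-tagged arrestin peptide at 50 nM final; timing: 12 min plus 1 h, RT; signal: flow cytometry, FL1 (488/535 nm); read-out: percent drop in bead-associated FITC signal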
CAL PDZ FP-1: human CAL PDZ-peptide interaction inhibition; Q9HD26; purified CAL PDZ, TMR-peptide fluorescence polarization, 1 h; inhibition, % at 20 µM; actives 0.02% (n = 330,000); AID 504414;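 active = highest replicate inhibition of at least 40%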;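 also: plate controls were DMSO neutral control wells for no effect and unlabeled competitor peptide control wells for full effect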
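Control set: unlabelled peptide and DMSO controls / Material: purified CerCALP PDZ construct / Timing: 1 h incubation at room temperature before polarization reading / Doses: 20 µM, one dose / Detection: fluorescence polarization (mP)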
NSD2 HMT inh: NSD2 (human) methyltransferase inhibition | O96028 | NSD2 peptide methylation, AlphaScreen, 120 min | inhibition, % at 12.5 µM | actives 0.54% (n = 310,000) | AID 743445; in the data active = inhibition above about 50%
CAL PDZ FP-2: inhibitors of human CAL PDZ peptide binding | Q9HD26 | inhibition, % at 24.9 µM | actives 0.92% (n = 300,000) | purified CAL PDZ, TMR-peptide fluorescence polarization, 1 h | AID 602252;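 active = mean inhibition of at least 30% with at least half of replicates also reaching 30%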;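 also: 0% = DMSO neutral control and 100% = excess unlabeled competitor peptide PRC23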
V-ATPase pH: yeast V-ATPase proton transport regulation by pHLuorin. S. cerevisiae, pHLuorin cytosolic pH fluorescence. response, % at 10 µM. actives 0.37% (n = 350,000). AID 504577; in the data active = response mostly above about 7.3%, no sharp cut-off; inactive = mostly below about 5.4%; also: actives read high; inactives centre near 0; some compounds called inactive have numbers as strong as hits
Pemphigus Ab inh: human desmoglein-3 autoantibody binding inhibition; P32926; DSG3-coupled beads, scFv-anti-DSG3-GFP binding, flow cytometry; stronger effect = lower value; binding (percent of control), % at 10 µM; actives 0.48% (n = 310,000); AID 588358;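 active = binding more than 3 SD below its plate's average and above zero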;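 also: hits lower antibody fragment binding to DSG3; some compounds called inactive have numbers as strong as hits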
C-LANA FP: KSHV C-LANA DNA binding inhibition. MBP-C-LANA/FAM-LBS DNA binding, fluorescence polarization. inhibition, % at 9 µM. actives 0.078% (n = 340,000). AID 504423;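 active = highest replicate inhibition at or above 60% at 9 µM, even if other replicates fall short; inactive = all replicates below 60% inhibition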;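 also: 0% = neutral control wells and 100% = 4 µM acridine orange control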
DAGLB inhibitor: diacylglycerol lipase beta (human) inhibition; HEK293T DAGLB membrane lysate, EnzChek fluorogenic substrate; inhibition, % at 5.17 µM; actives 0.059% (n = 340,000); AID 504411; in the data active = inhibition above about 34%;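 also: 0% = enzyme with vehicle and 100% = wells lacking enzyme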
Target sequence (Q8NCG7 whole entry, looked up): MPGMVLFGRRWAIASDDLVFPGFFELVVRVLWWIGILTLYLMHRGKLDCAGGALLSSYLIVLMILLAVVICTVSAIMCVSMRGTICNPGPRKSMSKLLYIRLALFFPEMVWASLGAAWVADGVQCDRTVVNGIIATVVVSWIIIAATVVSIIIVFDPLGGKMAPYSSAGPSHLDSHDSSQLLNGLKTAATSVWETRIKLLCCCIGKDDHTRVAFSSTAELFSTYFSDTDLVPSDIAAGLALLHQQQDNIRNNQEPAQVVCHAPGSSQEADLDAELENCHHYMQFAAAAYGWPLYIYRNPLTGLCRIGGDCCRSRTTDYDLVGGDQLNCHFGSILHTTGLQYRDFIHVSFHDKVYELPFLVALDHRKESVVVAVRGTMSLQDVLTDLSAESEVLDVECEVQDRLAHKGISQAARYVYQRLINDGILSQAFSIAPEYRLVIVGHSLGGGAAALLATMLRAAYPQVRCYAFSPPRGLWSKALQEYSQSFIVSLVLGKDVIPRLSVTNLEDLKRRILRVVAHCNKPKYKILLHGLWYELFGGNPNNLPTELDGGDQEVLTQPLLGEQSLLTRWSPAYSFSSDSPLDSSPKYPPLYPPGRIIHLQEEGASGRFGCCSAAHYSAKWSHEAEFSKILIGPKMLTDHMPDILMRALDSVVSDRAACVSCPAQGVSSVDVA
RTF Ca sens inh: cardiac RTF calcium desensitization. P19429+P45379. IANBD-labeled cardiac RTF, Ca2+ fluorescence. inhibition, % at 7.15 µM. actives 0.12% (n = 340,000);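 active = inhibition above the mean inhibition of all tested compounds plus 3 SD, cut at about 17% in these data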;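 also: assay run at fixed EC70 calcium of 1.6 mM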
Keap1 Nrf2 FP: inhibitors of human Keap1-Nrf2 protein-protein interaction; Q14145; Keap1 Kelch-Nrf2 peptide fluorescence polarization, 1536-well; inhibition, % at 9.4 µM; actives 0.15% (n = 340,000); AID 504523; in the data active = inhibition above about 12%;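 also: human Keap1 Kelch domain with fluorescein labeled Nrf2 9mer peptide probe; 0% = neutral control wells and 100% = peptide positive control; higher means more block of Keap1 binding to Nrf2 peptide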
An asterisk follows results filed as active; / = not tested or not shown. These rows are one share of the data; the hit share may differ from the screen's.

SMILES	Arr AP2 block	CAL PDZ FP-1	NSD2 HMT inh	CAL PDZ FP-2	V-ATPase pH	Pemphigus Ab inh	C-LANA FP	DAGLB inhibitor	RTF Ca sens inh	Keap1 Nrf2 FP
CCN(C(=O)COC(=O)c1ccc(OC)c(S(=O)(=O)N(C)Cc2ccccc2)c1)C1CCS(=O)(=O)C1 (centres undefined)	14	-2.3	-3	-1	2	97	2.2	0	0	-4
[O-][n+]1c2ccccc2[n+]([O-])c2cc(O)ccc21	6	0.1	20	-5	-1	88	4.1	2	-8	-3
COCCCNC(=O)C1CC(=O)N(CCc2ccc(OC)c(OC)c2)C1 (centres undefined)	-8	-0.2	-1	-2	-2	105	1.0	-2	2	-1
O=C(CN1C(=O)S/C(=C\c2ccc(O)c([N+](=O)[O-])c2)C1=O)Nc1ccc(N2CCOCC2)cc1	37	-0.5	2	-3	-1	108	-2.7	1	-13	2
CCC1CCCCN1CCNS(=O)(=O)c1ccc2c(c1)oc(=O)n2C (centres undefined)	-9	0.1	/	-5	0	105	1.0	1	-7	-7
Cc1ccc(SCc2[nH]nc3c2C2(C(=O)Nc4ccc(F)cc42)C(C#N)=C(N)O3)cc1 (centres undefined)	6	2.1	0	1	-4	96	-0.5	3	-3	1
CCOc1nc(NCCc2ccc(OC)c(OC)c2)nc(N2CCN(c3ccc(OC)cc3)CC2)n1	1	-1.2	-1	-2	3	102	-0.4	-1	-1	-2
CCOC(=O)C1C2C=CC3(CN(c4ccccc4CC)C(=O)C13)O2 (centres undefined)	4	-1.5	-1	-3	2	105	0.8	-2	-6	3
CC1Cc2ccccc2N1S(=O)(=O)c1cccc(C(=O)NCCCO)c1 (centres undefined)	-6	-0.7	-2	-4	1	100	0.1	1	-14	-2
CCn1c(CCc2ccccc2)n[nH]c1=S	33	0.1	1	3	3	107	-2.8	3	12	5
C#Cc1ccc([C@@H]2C=C(C(=O)O)O[C@H](OCc3ccc(CO)cc3)C2)cc1	1	0.1	/	1	-3	100	5.5	-2	-4	-5
Cc1cc2ccccc2n1CCC(=O)O	-15	-0.7	-1	/	-1	95	2.6	2	-4	1
O=C(/C=C/c1cccs1)Nc1nc(-c2ccccc2)cs1	4	-3.1	1	-4	0	/	0.1	-1	11	1
CCCCNC(=O)c1onc(CSc2cccc(F)c2)c1C(=O)O	1	-0.2	/	-2	-2	95	-0.9	10	0	3
Cc1ccc(OCC(=O)N2CCCC(CO)(CCOc3ccccc3)C2)cc1 (centres undefined)	-9	-2.8	4	-3	-3	109	1.6	-2	-4	2
COc1ccc(N(CCCN2C(=O)c3cccc4cccc(c34)C2=O)C(=O)c2cccnc2)cc1	2	/	0	-3	-3	121	-3.7	2	-4	-2
COC(=O)CSc1nnc(-c2ccco2)n1-c1ccc(C)cc1	24	-0.4	-2	/	-2	101	0.7	-1	1	3
COc1ccccc1NC(=O)C(C)N(C)Cc1ccc(Cl)s1 (centres undefined)	-4	-0.8	-10	/	0	/	-1.0	-13	-3	-5
O=C(c1ccc(Br)cc1)N(Cc1nc2ccccc2c(=O)[nH]1)C1CCCC1	37	-2.3	3	0	0	107	0.5	1	0	-2
COc1ccccc1-c1nc(C#N)c(N2CCC(C(N)=O)CC2)o1	-7	-2.2	0	-2	-1	90	0.2	1	-7	4
O=S(=O)(Nc1ccccc1)c1ccc(NS(=O)(=O)c2cccs2)cc1	41	-0.2	0	/	-5	/	-1.0	-2	-24	-1
COc1ccc(Nc2cc(C(=O)NCCCN3CCN(C)CC3)c3ccccc3n2)cc1OC	-11	-0.5	1	-1	2	100	0.0	1	-4	-3
CN(C)c1ccc(CN(C(=O)c2ccco2)C2CCS(=O)(=O)C2)cc1 (centres undefined)	11	-0.8	15	2	-3	83	5.4	-1	-7	-6
CCC1(C)Cc2nc3[nH]c(=S)n(-c4ccccc4)c(=O)c3cc2CO1 (centres undefined)	23	-2.5	-1	1	-3	84	-0.7	-1	-1	-2
CN(CC(=O)Nc1c(Cl)cccc1Cl)C(=O)c1cccn1C	5	-1.0	2	-4	1	104	-0.9	2	1	-3
CCC(C(=O)NCCc1ccc(C)cc1)n1nc(C)c2c(C)n(-c3ccccc3)nc2c1=O (centres undefined)	37	-3.5	0	-3	10	111	0.9	2	-9	-3
O=C(Nc1ccc(Br)cn1)c1ccc([N+](=O)[O-])cc1Cl	-12	-1.1	4	3	0	97	-1.5	0	-20	-1
CCOC(=O)c1nn(-c2cccc(C)c2)c2nnc(Cc3ccc(C)cc3)c(=O)n12	3	-0.4	-3	-4	4	111	0.3	-9	1	1
Cc1cc(Br)ccc1NC(=O)CN(C)C(=O)C1CSC2(C)CCC(=O)N12 (centres undefined)	12	-0.4	-3	-2	-9	106	0.2	-4	-2	2
CCOC(=O)c1sc(NC(=O)CCCn2nc([N+](=O)[O-])c(Cl)c2C)c(C(=O)OCC)c1C	14	-2.2	2	/	0	121	0.8	1	-1	-3
CCOC(=O)c1sc(=S)n(-c2ccc(OC)cc2)c1N	-7	-0.2	4	-1	1	96	-0.4	/	/	-1
CC1(C)c2cc(Cl)ccc2-n2c1cc(O)c(-c1ccccc1)c2=O	38	-1.0	0	/	-2	113	1.8	-2	0	3
NC(=O)c1cc(Cc2ccccc2)sc1NC(=O)c1ccco1	-1	-2.8	-2	-3	-3	97	-0.7	-2	-8	1
O=C(CNCc1ccccc1Cl)Nc1ccc(C(=O)N2CCCCC2)cc1	-2	-2.1	1	-5	1	92	-0.9	1	-10	4
CCCc1[nH]nc2c1C(C1CCCCC1)C(C#N)=C(N)O2 (centres undefined)	-5	-0.5	/	/	3	98	0.3	3	-9	-2
CCCNC(=S)N1CCC(NC(=O)c2cccc(C)c2)CC1	1	/	0	-1	5	98	23	-2	-3	-5
COc1ccc2c(c1)CCC1(C)CC(=O)C(Br)=C21 (centres undefined)	/	/	3	/	0	103	/	-3	/	/
CN(C)S(=O)(=O)c1ccc(C(=O)Nc2cccc(C(=O)N3CCOCC3)c2)cc1	24	-0.1	0	17	-7	106	1.2	4	-10	-2
Cc1cc(C)nc(SC2CC(=O)N(c3ccc(Cl)cc3)C2=O)n1 (centres undefined)	-9	-3.8	-7	-3	0	116	-0.6	-1	-8	-1
O=S(=O)(c1ccccc1)n1ccc(-c2cnc(-c3ccccc3)s2)n1	-12	-1.0	0	-4	0	/	-2.5	-5	0	-2
CC(CC1CC(C)(C)OC1=O)C(=O)Nc1ccc([N+](=O)[O-])cc1 (centres undefined)	0	-2.0	0	-3	-3	133	-0.8	-1	-1	-3
CCn1c(-c2nn(C)c(C)c2Cl)n[nH]c1=S	15	-1.9	1	-2	0	97	1.3	-1	17	-1
Cc1ccc(NS(=O)(=O)c2ccc(NC(=O)CSc3ccc(Cl)cc3)cc2)c(C)c1	3	/	2	-6	-4	101	-0.3	-8	-1	-5
CC(C)(C)c1ccc(S(=O)(=O)C(C)(C)C)cc1	-6	-0.6	-1	4	2	96	-0.9	-4	-3	-3
COc1ccc(OC)c(S(=O)(=O)N2CCC(C(=O)N3CCCCCC3)CC2)c1	13	0.1	-3	-3	-3	100	1.0	0	-20	3
O=C(Nc1ccsc1C(=O)O)c1cccc(Oc2ccccc2)c1	-2	-1.7	1	-2	-1	92	23	5	0	-4
CCOc1cc(/C=N/Nc2cccc(C(=O)O)c2)ccc1OCC(=O)N1CCCCC1	0	-0.6	1	3	-2	102	-0.2	/	/	-2
CCOC(=O)c1[nH]c(C)c(C(=O)NCCCN2CCOCC2)c1C	0	/	-6	-3	3	106	0.7	3	5	-5
COc1ccc2nc(NC(=O)CSc3ccccc3)sc2c1	-1	-1.8	1	-2	0	104	-0.2	0	4	-2
CCCCNC(=O)/C=C/c1ccc(S(=O)(=O)Nc2ccc(OC)cc2)cc1	-8	-2.6	-2	-5	-3	101	-2.4	0	-23	-5
O=[N+]([O-])c1ccccc1-c1ccc(C(=S)N2CCCCC2)o1	21	-3.5	20	-3	3	92	2.3	2	-8	-5
COc1ccc(C2C(C(N)=O)=C(C)Nc3nc(-c4ccccc4OC)nn32)cc1OC (centres undefined)	-5	-1.2	0	-1	5	/	-1.6	2	-20	-3
CCOC(=O)CC1C(=O)NCCN1C(=O)c1c(F)cccc1F (centres undefined)	17	0.7	/	-5	0	105	-0.3	-8	-10	-2
O=C(NC1CCCN(c2ccc(C(F)(F)F)cn2)C1)c1ccncc1 (centres undefined)	-20	-0.7	-7	-4	3	100	-0.7	-1	-6	-7
CCCCOC(=O)C1C2C=CC3(CN(CCc4ccccc4)C(=O)C13)O2 (centres undefined)	12	-0.9	/	/	3	111	0.6	-1	-5	6
O=C(COn1nnc2ccccc21)N1CCN(Cc2ccccc2)CC1	12	-0.3	-5	-3	-1	99	-0.1	1	4	0
Cc1ccccc1NS(=O)(=O)c1cc(C(=O)NCc2ccco2)ccc1C	0	-2.0	3	-2	5	104	1.4	-2	-1	5
CCCn1nc(C(=O)NNC(=O)c2cc(S(=O)(=O)NC)ccc2Br)c2ccccc2c1=O	-2	-2.1	1	9	4	108	1.4	0	-2	-2
CN1CCc2nc(NC(=O)COc3ccc4ccccc4c3)sc2C1	-16	-2.5	3	-3	1	94	-0.4	0	-10	-4
COc1ccc(C(CC(=O)N2CCCC2)c2c(OC)cc(OC)c3ccc(=O)oc23)cc1 (centres undefined)	23	1.0	/	-2	1	94	1.1	-1	-6	0

Already shown: 3 of the compounds above.
SMILES	Arr AP2 block	CAL PDZ FP-1	NSD2 HMT inh	CAL PDZ FP-2	V-ATPase pH	Pemphigus Ab inh	C-LANA FP	DAGLB inhibitor	RTF Ca sens inh	Keap1 Nrf2 FP
CCN(C(=O)COC(=O)c1ccc(OC)c(S(=O)(=O)N(C)Cc2ccccc2)c1)C1CCS(=O)(=O)C1 (centres undefined)	14	-2.3	-3	-1	2	97	2.2	0	0	-4
[O-][n+]1c2ccccc2[n+]([O-])c2cc(O)ccc21	6	0.1	20	-5	-1	88	4.1	2	-8	-3
COCCCNC(=O)C1CC(=O)N(CCc2ccc(OC)c(OC)c2)C1 (centres undefined)	-8	-0.2	-1	-2	-2	105	1.0	-2	2	-1

Further records.
SMILES	Arr AP2 block	CAL PDZ FP-1	NSD2 HMT inh	CAL PDZ FP-2	V-ATPase pH	Pemphigus Ab inh	C-LANA FP	DAGLB inhibitor	RTF Ca sens inh	Keap1 Nrf2 FP
CN(c1nc(-c2ccccc2)cs1)C1CCS(=O)(=O)C1 (centres undefined)	-10	0.3	1	0	-1	101	-0.2	-2	-1	-2
Cc1cccc(NC(=O)CNC(=O)c2cccc(S(=O)(=O)NCc3cccs3)c2)c1C	26	-0.9	-2	-2	2	/	-1.7	4	-12	-2
COc1ccc(Br)cc1CNC(=O)CCc1nc(-c2ccc(C)cc2)no1	-3	-0.4	-1	-2	1	/	-4.2	-7	1	3
COc1ccc(C(=O)N2CCN(CCNC(=O)C(=O)Nc3ccc(F)cc3)CC2)cc1	3	-0.4	-4	-1	5	102	0.0	-2	1	-1
